Source: PubChem
USP1 inh = USP1/UAF1 (human) deubiquitinase inhibition | hit rate 0.23% among 390,000 | Potency, µM (highest dose often 57.1 µM), without a hit: top-dose activity change, negative = inhibition, hits mostly inhibitors | O94782 | recombinant USP1/UAF1, Ub-Rhodamine cleavage fluorescence; further: potency means the concentration at half of the fitted maximal effect; on the % scale 0 is the no-effect control and ±100 the full control effect; nearly all actives have a fitted effect of over 60% in size; inactives centre near -12
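USP1/UAF1 complex at 1 nM was preincubated with compound for 15 min at room temperature, then Ub-Rho substrate (150nM final) was added. Fluorescence (480/540 nm) was read kinetically, 6 reads every 60 seconds.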
HP1b binding inh = blocks HP1-beta chromodomain binding to methylated histone tails | P83916 | Potency, µM (titrated, usually from 114 µM), inactives show top-dose activity change, negative = inhibition, hits mostly inhibitors | AlphaScreen HP1-beta / biotin-H3K9me3 peptide binding | hit rate 0.56% among 390,000; further: potency means the concentration at half of the fitted maximal effect; nearly all actives have a fitted effect of over 70% in size; inactives centre near 23
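Compound inhibition of the preformed complex between 50 nM HP1-beta and 50 nM biotinylated H3K9me3 peptide was read by AlphaScreen. Buffer was PBS pH 7.4 with 0.01% Tween-20. Incubations ran 30 min at room temperature, with 10 ug/mL donor/acceptor beads.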
PI4K2A inh = inhibitors of human PI4K2A | purified PI4K2A, ADP-Glo luminescence, 1 h; hits give low values | hit rate 0.13% among 420,000 | Q9BTU6 | activity change, negative = inhibition, % at 76.9 µM; in the data active means activity change below about -50%; inconclusive means mostly about -30% to -49%;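 further: -100% = wells without enzyme as full effect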
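ADP-Glo luminescence measured ADP generated by PI4K2A enzyme (4 ug/mL before mixing) with 1.2 mM PI substrate (pre-mix) and 300 microM ATP (pre-mix). Tris pH7.5 buffer with MgCl2, Triton X-100; 1 h reaction at ambient temperature.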
PGK inhibitor = blocks T. brucei phosphoglycerate kinase; hit rate 0.043% among 380,000; Potency, µM (series often up to 57.5 µM), for the others: top-dose activity change, negative = inhibition, usual class: inhibitors; P07378; PGK/GAPDH coupled, Kinase-Glo luminescence, 60 min; AID 602233; further: potency means the concentration at half of the fitted maximal effect; on the % scale 0 is the no-effect control and ±100 the full control effect; nearly all actives have a fitted effect of over 60% in size
Target sequence (P07378 whole entry, looked up): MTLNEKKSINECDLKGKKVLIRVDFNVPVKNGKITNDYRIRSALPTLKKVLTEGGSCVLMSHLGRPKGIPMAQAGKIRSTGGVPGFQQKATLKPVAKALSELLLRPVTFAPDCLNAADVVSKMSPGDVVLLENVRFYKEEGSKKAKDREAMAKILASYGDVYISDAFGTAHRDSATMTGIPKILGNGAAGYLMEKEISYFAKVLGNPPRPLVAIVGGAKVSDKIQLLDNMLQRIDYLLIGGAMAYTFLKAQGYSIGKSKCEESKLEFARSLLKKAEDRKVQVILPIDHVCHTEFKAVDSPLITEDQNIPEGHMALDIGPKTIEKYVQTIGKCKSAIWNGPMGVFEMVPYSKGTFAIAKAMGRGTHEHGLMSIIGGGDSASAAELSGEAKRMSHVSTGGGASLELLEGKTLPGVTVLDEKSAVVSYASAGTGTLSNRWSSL
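Recombinant glycosomal PGK reaction used 1,3-bisphosphoglycerate generated in-well by GAPDH (100nM final) in 100mM TEA pH 7.6, 5mM MgCl2, 0.01% Tween-20. After 60 minutes at room temperature, ATP was read by Kinase-Glo Plus luminescence end-point.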
TrxR1 substrate = rat thioredoxin reductase 1 substrate activity; Potency, µM (titrated, usually from 114 µM), for the others: at the top dose activity change, negative = substrate turnover; hit rate 0.01% among 390,000; O89049; purified TrxR1 substrate turnover, NADPH consumption readout; further: potency means the concentration at half of the fitted maximal effect; on the % scale 0 is the no-effect control and ±100 the full control effect; nearly all actives have a fitted effect of over 50% in size
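Rat TrxR1, dispensed at 90 nM, was prereduced with 400 uM NADPH (final) for 5 min at ~22 deg C, then incubated with compound 15 min before 400 uM selenite. A first-read NADPH fluorescence drop versus no-compound background flagged substrates.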
Pin1 inhibitor = inhibitors of human Pin1 | Q13526 | Pin1 FP peptide displacement, HiFluor488, 10 min | Potency, µM (top dose mostly 115 µM), inactives show at the highest dose activity, negative = inhibition, actives largely listed as inhibitors | hit rate 0.009% among 390,000 | AID 504891; active means well fitted inhibition curve with a large enough effect in the polarisation, with a control signal flat, not every such curve was filed as active; inconclusive means small, poorly fitted or top-dose-only effect, or effect the other way, or a change in a side signal; inactive means no such curve, though single readings can be large or run the other way; the % refers to the polarisation; further: potency means the concentration at half of the fitted maximal effect; on the % scale 0 is the no-effect control and ±100 the full control effect
rTrxR1 inhibitor = rat TrxR1 inhibition; hit rate 1% among 390,000; recombinant rTrxR1, NADPH fluorescence consumption, selenite substrate; Potency, µM (titrated, usually from 114 µM), for the others: top-dose activity change, negative = inhibition, most hits filed as inhibitors; AID 588453; O89049; further: potency means the concentration at half of the fitted maximal effect; on the % scale 0 is the no-effect control and ±100 the full control effect; nearly all actives have a fitted effect of over 65% in size
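Rat TrxR1 (90 nM in the dispensed reagent) was pre-reduced with 400 uM NADPH for 5 min at room temperature, then incubated with compound for 15 min. After 400 uM selenite was added, NADPH fluorescence (Ex 340/Em 450 nm) was followed for 8 min.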
GLS inhibitor = glutaminase GLS (human) inhibition; hit rate 0.21% among 410,000; Potency, µM (doses to about 45.5 µM), inactives show top-dose activity change, negative = inhibition, usual class: inhibitors; GLS enzymatic activity, qHTS titration; further: potency means the concentration at half of the fitted maximal effect; on the % scale 0 is the no-effect control and ±100 the full control effect
Target sequence (O94925 whole entry, looked up): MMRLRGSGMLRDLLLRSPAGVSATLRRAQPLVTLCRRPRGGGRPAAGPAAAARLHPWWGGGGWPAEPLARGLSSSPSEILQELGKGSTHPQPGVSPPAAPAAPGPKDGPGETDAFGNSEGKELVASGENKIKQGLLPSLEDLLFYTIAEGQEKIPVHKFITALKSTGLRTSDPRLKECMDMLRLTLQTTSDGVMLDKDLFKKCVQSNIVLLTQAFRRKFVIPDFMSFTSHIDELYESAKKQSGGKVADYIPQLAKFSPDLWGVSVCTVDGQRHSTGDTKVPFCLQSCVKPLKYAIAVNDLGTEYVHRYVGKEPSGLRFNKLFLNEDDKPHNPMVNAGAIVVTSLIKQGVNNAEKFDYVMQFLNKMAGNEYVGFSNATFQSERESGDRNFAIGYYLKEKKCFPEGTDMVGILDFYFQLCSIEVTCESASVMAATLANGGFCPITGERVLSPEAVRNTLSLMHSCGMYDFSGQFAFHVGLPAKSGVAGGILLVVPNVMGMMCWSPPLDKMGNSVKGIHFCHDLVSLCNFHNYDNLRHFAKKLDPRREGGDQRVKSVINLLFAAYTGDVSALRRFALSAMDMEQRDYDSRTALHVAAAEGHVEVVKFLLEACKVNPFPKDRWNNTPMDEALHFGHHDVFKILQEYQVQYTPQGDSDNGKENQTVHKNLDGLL
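hKGA; 45 mM KH2PO4 pH 8.2 + 0.02% Tween-20; cpd via pin tool; 1 mM Gln soln; GluOx/HRP/Amplex Red; RT 30 min; fluor. t0 & final.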
mIDH1 inhibitor = inhibitors of human mutant IDH1 R132H | hit rate 0.093% among 390,000 | IDH1-R132H enzyme, NADPH consumption, diaphorase/resazurin fluorescence | O75874 | AID 602179 | Potency, µM (top dose mostly 76.6 µM), for the others: at the top dose activity change, negative = inhibition, hits mostly inhibitors; further: potency means the concentration at half of the fitted maximal effect; on the % scale 0 is the no-effect control and ±100 the full control effect; nearly all actives have a fitted effect of over 65% in size
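IDH1-R132H (0.5 ug/mL dispensed) in pH 7.5 Tris buffer was preincubated 30 min with compound, then given a substrate mix of 0.016 mM NADPH and 2 mM alpha-KG for 80 min at room temperature; remaining NADPH was read by diaphorase/resazurin fluorescence.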
* hit, by the source's call; i = inactive; ? = inconclusive; . = no result given; & = joins results of further samples; [ ] = remark or other dose. Unless noted, the call rests on the fitted dose curve; in most records, active means well fitted curve in the direction sought with a large enough effect; inconclusive means small, poorly fitted or top-dose-only effect, or another doubt; inactive means no such curve, though single readings can be large; an effect the other way counts as inactive or inconclusive.

1. CCCCNC(=S)N/N=C/c1cccc(OCC)c1O
2. CCOc1ccc(Oc2ccccc2NC(=O)CN2C(=O)NC3(CCCC3)C2=O)cc1
3. CCOc1ccc(S(=O)(=O)Nc2cccc(C(=O)NCCCn3ccnc3)c2)cc1
4. CC(=O)c1cccc(NC(=O)CN2CCN(S(=O)(=O)/C=C/c3ccccc3)CC2)c1
5. Cc1oc(-c2cccc(Cl)c2)nc1CSCC(=O)O
6. CCC(=O)N1CCN(c2ccc(NC(=S)NC(=O)c3cccc([N+](=O)[O-])c3)cc2)CC1
7. CCCCn1c(N)c(N(CC(C)C)C(=O)CCNC(=O)c2ccc(Br)cc2)c(=O)[nH]c1=O
8. Nc1ncc(-c2nnnn2-c2ccc(Cl)cc2)c(-c2ccc(Cl)cc2)n1
9. O=C(NC1CCCC1)c1ccc2c(c1)N(Cc1ccc(F)cc1)CCS2
10. Cc1c(C(=O)Nc2ccccc2)cnn1-c1ccccc1
Screen / compound no.	1	2	3	4	5	6	7	8	9	10
USP1 inh	-11%	-2%	-23%	-10%	-9%&-27%	-2%	-20%	-4%	-21%	-4%
HP1b binding inh	20%	11%	39%[activator]	23%	4%&44%	-22%	19%	21%	27%	32%
PI4K2A inh	-2	14	-3	-3	-6&-2	-15	0	-2	1	-4
PGK inhibitor	3%	10%	i	8%	-3%&-6%	0%	3%	-4%	-7%	-7%
TrxR1 substrate	-4%	7%	4%	3%	-3%[57.1 µM]	0%	4%	-6%[57.1 µM]	43%[activator]	8%[57.1 µM]
Pin1 inhibitor	-4%	2%	-8%	10%	0%&-5%	4%	-4%	-4%	1%	-2%
rTrxR1 inhibitor	2%	18%	12%	12%	9%[57.1 µM]	?	19%	-10%[57.1 µM]	33%	-1%[57.1 µM]
GLS inhibitor	8.9µM*	-1%	0%	-2%	-5%&-1%	35%	-4%	1%	10%	6%
mIDH1 inhibitor	-3%	1%	9%	-11%	0%&-1%	0%	-2%	-5%	0%	7%

11. CCOc1ccc(-n2nc3ccc(NC(=O)c4ccc(OC)c(Cl)c4)cc3n2)cc1
12. CC(C)c1ccc(OCC(=O)NNC(=S)NC(=O)C2CC2)cc1
13. CC(=O)c1sc(NC(=O)c2c(F)cccc2F)nc1-c1ccccc1
14. Cc1cc(C)nc(NN2C(=O)C=CC2=O)n1
15. CCOC(=O)CN1C(=O)c2ccccc2Sc2ncccc21
16. Cc1ccc(-n2nc3c(=O)n(CC(=O)NCCc4cccs4)nc(C)c3c2C)cc1
17. COc1ccc(NC(=O)c2ccc(N3CCCC3=O)cc2)cc1Cl
18. CC(C)NC(=O)c1cc2cc([N+](=O)[O-])ccc2s1
19. CCOc1cc(C)nc(NCCc2ccc(OC)c(OC)c2)n1
20. O=C1C(=O)N(CCCO)C(c2ccc(Br)cc2)/C1=C(\O)c1ccc(Br)cc1 (centres undefined)
Screen / compound no.	11	12	13	14	15	16	17	18	19	20
USP1 inh	?	-13%	-24%	-24%	-12%&-25%	-13%	-16%	-21%	-6%	-13%
HP1b binding inh	36%[activator]	3%	29%	?	25%&37%	26%	39%[activator]	23%	24%	24%
PI4K2A inh	-3	-6	0	-1	-5&4	11	5	-2	-1	-4
PGK inhibitor	10%	-9%	5%	i	-10%	-1%	-9%	-1%	-8%	-7%
TrxR1 substrate	0%[57.1 µM]	8%	-4%	12%	4%&4%	-4%	10%[57.1 µM]	-5%[57.1 µM]	8%	-12%
Pin1 inhibitor	?	-4%	-7%	-6%	4%&5%	0%	-1%	-1%	-13%	1%
rTrxR1 inhibitor	9%[57.1 µM]	-10%[57.1 µM]	16%	7.9µM*	8%&-2%	-4%	-7%[11.4 µM]	18%[57.1 µM]	3%	0%
GLS inhibitor	10%	40%[activator]	-1%	9%	-10%&5%	0%	-11%	-14%	-1%	15%
mIDH1 inhibitor	24%	2%	-3%	4%	5%	2%	2%	3%	3%	-7%

In the list so far, 2 have a nitro group on carbon.
6. CCC(=O)N1CCN(c2ccc(NC(=S)NC(=O)c3cccc([N+](=O)[O-])c3)cc2)CC1
18. CC(C)NC(=O)c1cc2cc([N+](=O)[O-])ccc2s1
Screen / compound no.	6	18
USP1 inh	-2%	-21%
HP1b binding inh	-22%	23%
PI4K2A inh	-15	-2
PGK inhibitor	0%	-1%
TrxR1 substrate	0%	-5%[57.1 µM]
Pin1 inhibitor	4%	-1%
rTrxR1 inhibitor	?	18%[57.1 µM]
GLS inhibitor	35%	-14%
mIDH1 inhibitor	0%	3%

New compounds follow
21. c1ccc(COc2ccc(Oc3nc(N4CCCCC4)nc(N4CCOCC4)n3)nn2)cc1
22. C=CCOc1nc2c(c(=O)n(C)c(=O)n2C)n1C
23. CC(=O)N1CCc2cc(S(=O)(=O)NC(CC(C)C)C(=O)Nc3ccc(C(C)C)cc3)ccc21 (centres undefined)
24. Cc1ccc(S(=O)(=O)CCC(=O)Nc2cccc(S(=O)(=O)N3CCCCCC3)c2)cc1
25. CSCC[C@H](NC(=O)[C@H]1CC[C@H](CNC(=O)[C@@H]2CCCN2)CC1)C(=O)O
26. COc1ccc(NC(=O)c2cc(-c3ccc(OC)c(OC)c3)nc3ccccc23)c(OC)c1
27. Cc1cc(-c2ccc(C(C)C)c(S(=O)(=O)NCc3ccco3)c2)on1
28. CN(c1ccccc1)S(=O)(=O)c1cccc(C(=O)Nc2ccc3c(c2)CCC3)c1
29. CCCCn1c(=O)c(-c2ccccc2)c(O)c2ccccc21
30. COc1ccc(CC(=O)Nc2c3c(nn2C(C)(C)C)CS(=O)(=O)C3)cc1
Screen / compound no.	21	22	23	24	25	26	27	28	29	30
USP1 inh	-6%	-17%	?	-14%	-15%	-8%	-30%	?	0%	-2%
HP1b binding inh	0%	29%	27%	4%	31%	-31%	23%	30%	28%	22%
PI4K2A inh	-3	1	0	4	-1	3	-7	6	-3	2
PGK inhibitor	i	.	6%	i	-8%	-3%	2%	-8%	-5%	i
TrxR1 substrate	4%[57.1 µM]	1%	-3%	-9%	4%	-3%	0%	-5%	-3%[57.1 µM]	6%
Pin1 inhibitor	-7%	-1%	2%	-5%	0%	-15%	?	26%	-2%	-7%
rTrxR1 inhibitor	26%[57.1 µM]	-9%	4%	8%	2%	6%	?	-7%	-1%[57.1 µM]	7%
GLS inhibitor	0%	0%	-1%	0%	0%	0%	-2%	-6%	25%	9%
mIDH1 inhibitor	-1%	2%	29%	0%	-3%	-4%	-8%	2%	2%	5%

31. Cc1cc(C(=O)N/N=C/C=C/c2cccc([N+](=O)[O-])c2)n[nH]1
32. COc1cccc(-c2nc(C=O)cs2)c1
33. COc1cccc(C2=NN(C(=O)c3ccc(C)o3)C(O)(C(F)(F)F)C2)c1 (centres undefined)
34. O=C(COC(=O)c1ccccc1SCC(=O)N1CCCC1)Nc1ccc(OC(F)F)cc1
35. O=C(Nc1cccnc1Oc1ccc(Cl)cc1)c1cccc2ccccc12
36. Cc1ccc(NC(=O)COc2ccc(CCO)cc2-n2nc3ccccc3n2)cc1C
37. CC(=O)n1nc(-c2ccc(C)cc2)nc1NCc1ccco1
38. Cc1ccc(NC(=O)Cn2ccnc2)cc1C
39. O=C(OCc1nc2scc(-c3ccccc3)c2c(=O)[nH]1)c1ccco1
40. Cc1c(C(=O)NN)sc(-c2ccccc2)c1C#N
Screen / compound no.	31	32	33	34	35	36	37	38	39	40
USP1 inh	-21%	-8%	-20%	-24%	-12%	-18%	-14%	-18%	-20%	-18%
HP1b binding inh	33%	69%[activator]	15%	50%[activator]	39%	8%	22%	44%[activator]	20%	70%[activator]
PI4K2A inh	-1	6	1	-4	-2	3	7	1	-2	-2
PGK inhibitor	i	3%	-2%	i	-4%	-3%	1%	-7%	7%	-10%
TrxR1 substrate	-11%	-2%	6%[57.1 µM]	0%	4%	28%	10%[57.1 µM]	-7%[2.29 µM]	7%	3%[57.1 µM]
Pin1 inhibitor	21%	0%	10%	4%	10%	2%	-6%	-8%	6%	0%
rTrxR1 inhibitor	-12%	-6%	12%[57.1 µM]	27%	12%	7%	20%[57.1 µM]	18%	12%	13%[57.1 µM]
GLS inhibitor	-6%	18%	-14%	-7%	1%	2%	-2%	-8%	-3%	1%
mIDH1 inhibitor	23%	0%	7%	13%	7%	-1%	5%	18%	3%	-2%

41. c1ccc2c(c1)ccc1nnnn12
42. O=C(Nc1sc2c(c1C(=O)NCc1ccco1)CCCC2)c1cc(=O)c2ccccc2o1
43. COc1ccc(Cn2c(C(=O)O)c(CNCC(C)c3ccccc3)c3ccc(OC)cc32)cc1 (centres undefined)
44. COc1ccc(OC)c(CN2CCN(Cc3cccc4ccccc34)CC2)c1
Screen / compound no.	41	42	43	44
USP1 inh	-7%	-23%	-24%	-18%
HP1b binding inh	-8%	13%	-9%	?
PI4K2A inh	-4	1	2	5
PGK inhibitor	10%	.	4%	-6%
TrxR1 substrate	9%	-1%	-4%	0%
Pin1 inhibitor	0%	42%[activator]	19%	3%
rTrxR1 inhibitor	16%[57.1 µM]	6%	-4%	6%
GLS inhibitor	-14%	-22%	5%	-3%
mIDH1 inhibitor	-2%	.	-5%	11%

Some of the compounds tested. The share of hits here may be higher or lower than overall.
